# RECQ1 helicase – qHTS Assay for Inhibitors of RecQ-Like Dna Helicase 1 (RECQ1). RECQ1 DNA unwinding, red fluorescence kinetic read. Potency, µM (titrated, usually from 57.3 µM), inactives show at the highest dose activity, negative = inhibition, most hits filed as inhibitors. 240,000 tested, 0.54% active. AID 2549, 2010;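 note: plate controls were vehicle for no effect and no enzyme for full effect; nearly all actives have a fitted effect of over 30% in size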
#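 50 nM RECQ1T1 preincubated 15 min with compound in Tris pH 8.0 buffer with MgCl2, DTT, Tween-20 and 2.5 ug/ml poly(dI-dC); started with 200 nM TAMRA/BHQ-2 forked duplex and 2 mM ATP. Unwinding read as fluorescence (525/598 nm), two reads 2 h apart.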
# L3MBTL1 block – qHTS Assay for the Inhibitors of L3MBTL1. Lethal(3)malignant brain tumor-like protein 1 (Homo sapiens), Q9Y468. AlphaScreen L3MBTL1–H3K9me1 peptide binding. Potency, µM (titrated, usually from 57.1 µM), for the others: at the highest dose activity, negative = inhibition, actives largely listed as inhibitors. 230,000 tested, 0.66% active; note: % is set by controls: 0 for no effect and ±100 for the full control effect; nearly all actives have a fitted effect of over 60% in size
#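 L3MBTL1 50 nM + b-AHA-H3(1-15)K9me1 75 nM, 30 min RT; compound added, 30 min RT; streptavidin donor/Ni-chelate acceptor beads 10 ug/mL each final, 30 min RT dark; AlphaScreen read.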
# Lamin A splicing – qHTS Assay for Modulators of Lamin A Splicing; HeLa LMNA splicing GFP/RFP minigene ratio, 48 h; Potency, µM (titrated, usually from 46.1 µM), without a hit: at the top dose ratio change, negative = inhibition, actives largely listed as inhibitors; 200,000 tested, 0.01% active; AID 1487, 2009; active = well fitted inhibition curve with a large enough effect in the signal ratio, with a control signal flat, not every such curve was filed as active; inconclusive = small, poorly fitted or top-dose-only effect, or effect the other way, or a change in a side signal; the % refers to the signal ratio; note: % is set by controls: 0 for no effect and ±100 for the full control effect
#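 S3 HeLa cells stably expressing lamin A-EGFP splicing minigene plus DsRed2, 600 cells/well, 48 h compound exposure at 37C. Laser-scanning cytometry; analysed as GFP (500-530 nm)/RFP (575-640 nm) total intensity ratio; 0.5% DMSO vehicle.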
# SMN2 splice enh – qHTS Assay for Enhancers of SMN2 Splice Variant Expression. HEK293 SMN2-luciferase splicing reporter, luminescence, 30-36 h. 210,000 tested, 2.8% active. Potency, µM (titrated, usually from 46.1 µM), for the others: at the highest dose activity change, positive = activation, usual class: activators. AID 1458, 2008; note: % of control where 0% means no effect; nearly all actives have a fitted effect of over 55% in size
#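 HEK293 cells carry an SMN2 […]–luciferase reporter in which exon 7 inclusion puts luciferase in frame. Cells were plated 10-12 h before compound addition, then incubated 30-36 h at 37C. ONE-Glo luminescence was read; sodium butyrate at 4.5 mM final served as control.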
# KinaseGlo FLuc – Counterscreen for Luciferase (Kinase-Glo TM) Inhibition; Luciferin 4-monooxygenase (Photuris pensylvanica), Q27757; Kinase-Glo luciferase, ATP luminescence, 8 min; Potency, µM (top dose mostly 38.3 µM), for inactives: at the highest dose activity change, negative = inhibition, hits mostly inhibitors; 200,000 tested, 0.28% active; note: % is set by controls: 0 for no effect and ±100 for the full control effect; nearly all actives have a fitted effect of over 60% in size
#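 Compound is pinned into ATP-containing buffer (10 uM ATP, imidazole pH 7.2, 7 mM MgCl2). Kinase-Glo luciferase reagent is then added. Light output is recorded following an 8-min room-temperature incubation.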
# Tau ThT inhib – qHTS for Inhibitors of Tau Fibril Formation, Thioflavin T Binding | Microtubule-associated protein tau (Homo sapiens), P10636 | recombinant tau K18 P301L, heparin-induced fibrillization, ThT fluorescence | Potency, µM (series often up to 57.4 µM), for the others: at the top dose activity, negative = inhibition, actives largely listed as inhibitors | 270,000 tested, 2.1% active | AID 1460, 2008; note: % is set by controls: 0 for no effect and ±100 for the full control effect; nearly all actives have a fitted effect of over 55% in size
# Target sequence (P10636 561-689 P618L limits assumed): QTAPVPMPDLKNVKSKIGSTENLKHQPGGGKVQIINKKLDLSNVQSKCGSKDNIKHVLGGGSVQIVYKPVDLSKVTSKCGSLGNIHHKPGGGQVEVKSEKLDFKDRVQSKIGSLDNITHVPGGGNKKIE
#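 ThT emission at 510 nm, taken 1 hr after adding 30 uM dye, quantifies aggregates formed when 20 uM heparin acts on human tau K18 P301L for 6 hr at 37 C.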
# KDM4E inh – qHTS Assay for Inhibitors of Human Jumonji Domain Containing 2E (JMJD2E) | Lysine-specific demethylase 4E (Homo sapiens), B2RXH2 | Potency, µM (top dose mostly 57.1 µM), for inactives: at the highest dose activity change, negative = inhibition, most hits filed as inhibitors | 230,000 tested, 1.6% active | AID 2147, 2009 | JMJD2E catalytic domain, FDH-coupled NADH fluorescence (FDH is formaldehyde dehydrogenase); active = well fitted inhibition curve with a large enough effect, not every such curve was filed as active; inconclusive = small, poorly fitted or top-dose-only effect, or another doubt; inactive = no such curve, though single readings can be large or run the other way;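 note: 0% = wells with enzyme and -100% = buffer wells without enzyme; nearly all actives have a fitted effect of over 50% in size; many of its hits are not listed in these tables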
# Target sequence (B2RXH2 1-337 limits assumed): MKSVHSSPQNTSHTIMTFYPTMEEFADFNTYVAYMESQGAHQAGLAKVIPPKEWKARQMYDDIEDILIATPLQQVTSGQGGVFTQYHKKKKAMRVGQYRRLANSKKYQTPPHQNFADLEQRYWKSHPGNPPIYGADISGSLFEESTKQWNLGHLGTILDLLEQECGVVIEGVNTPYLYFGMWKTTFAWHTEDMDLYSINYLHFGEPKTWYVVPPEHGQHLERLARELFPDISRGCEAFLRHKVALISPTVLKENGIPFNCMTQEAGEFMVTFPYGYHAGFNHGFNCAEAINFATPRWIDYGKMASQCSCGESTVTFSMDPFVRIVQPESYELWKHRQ
# ALDH1A1 inh – qHTS Assay for Inhibitors of Aldehyde Dehydrogenase 1 (ALDH1A1) | 220,000 tested, 7.3% active | Aldehyde dehydrogenase 1A1 (Homo sapiens), P00352 | Purified ALDH1A1, NADH fluorescence, propionaldehyde substrate | Potency, µM (highest dose often 75.3 µM), without a hit: at the highest dose activity, negative = inhibition, hits mostly inhibitors; active = well fitted inhibition curve with a large enough effect, not every such curve was filed as active; inconclusive = small, poorly fitted or top-dose-only effect, or another doubt; inactive = no such curve, though single readings can be large or run the other way;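 note: plate controls were no enzyme wells and a reference inhibitor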
# Target sequence (P00352 whole entry, looked up): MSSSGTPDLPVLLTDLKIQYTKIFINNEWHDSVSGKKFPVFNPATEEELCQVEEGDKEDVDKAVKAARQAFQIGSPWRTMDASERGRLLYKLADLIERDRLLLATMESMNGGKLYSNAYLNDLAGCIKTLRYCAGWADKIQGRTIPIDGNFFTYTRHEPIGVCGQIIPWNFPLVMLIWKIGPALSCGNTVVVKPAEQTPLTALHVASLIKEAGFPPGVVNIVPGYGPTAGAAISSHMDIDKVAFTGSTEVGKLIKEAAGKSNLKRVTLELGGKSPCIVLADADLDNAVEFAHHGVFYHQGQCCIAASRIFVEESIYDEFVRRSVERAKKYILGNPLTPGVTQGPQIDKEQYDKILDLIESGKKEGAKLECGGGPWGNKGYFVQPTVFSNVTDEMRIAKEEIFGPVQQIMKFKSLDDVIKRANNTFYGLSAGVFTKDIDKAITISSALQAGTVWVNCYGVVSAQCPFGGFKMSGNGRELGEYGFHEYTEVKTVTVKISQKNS
# Active calls of the source: *; i = inactive; ? = inconclusive; nt = not tested or not shown; [ ] = another dose, or the depositor's remark. Unless noted, calls come from the whole dose curve; as a rule, active = well fitted curve in the direction sought with a large enough effect; inconclusive = small, poorly fitted or top-dose-only effect, or another doubt; inactive = no such curve, though single readings can be large; an effect the other way counts as inactive or inconclusive. Potency is the fitted concentration of half-maximal effect. The list is partial; count on the stated rates, not on these rows.
# Start of the listing, in advance (4 entries):
SMILES,RECQ1 helicase,L3MBTL1 block,Lamin A splicing,SMN2 splice enh,KinaseGlo FLuc,Tau ThT inhib,KDM4E inh,ALDH1A1 inh
COc1cc(OC)cc(-c2nnc(N(C)C(=O)c3ccncc3)s2)c1,i,1%,-7%[46 µM],-5%,1%,-4%,-6%,-14%
O=c1c2c(C(F)(F)F)cc(C(F)(F)F)nc2[nH]n1-c1ccccc1,i,nt,?,2%,-7%,?,-2%,8%
O=c1c2cc(Cl)ccc2nc(-c2ccccc2)n1O,9%,23%,?,7%,-1%,-6%,?,-1%
O=C(Nn1cnnc1)C1CCCN1S(=O)(=O)c1ccc(F)cc1 (configuration not stated),6%,5%,?,1%,-1%,-4%,3%,10%

# Main list (from the top)
SMILES,RECQ1 helicase,L3MBTL1 block,Lamin A splicing,SMN2 splice enh,KinaseGlo FLuc,Tau ThT inhib,KDM4E inh,ALDH1A1 inh
COc1cc(OC)cc(-c2nnc(N(C)C(=O)c3ccncc3)s2)c1,i,1%,-7%[46 µM],-5%,1%,-4%,-6%,-14%
O=c1c2c(C(F)(F)F)cc(C(F)(F)F)nc2[nH]n1-c1ccccc1,i,nt,?,2%,-7%,?,-2%,8%
O=c1c2cc(Cl)ccc2nc(-c2ccccc2)n1O,9%,23%,?,7%,-1%,-6%,?,-1%
O=C(Nn1cnnc1)C1CCCN1S(=O)(=O)c1ccc(F)cc1 (configuration not stated),6%,5%,?,1%,-1%,-4%,3%,10%
CC(C)(C)NS(=O)(=O)c1cccc(S(=O)(=O)c2cccc(S(=O)(=O)NC(C)(C)C)c2)c1,i,11%,?,14µM*,10%,-10%,?,5%
COC(=O)CNc1nc(-c2ccncc2)nc2ccccc12,5%,-8%,0%,-3%,-5%,-10%,-4%,-5%
CC(C)N(c1ccccc1)c1ccc(NC(=O)CCl)cc1,-17%,3%,?,-35%[inhibitor],-2%,?,-2%,0.4µM*
O=C1[C@@H]2C(c3ccccc3Cl)=NO[C@@H]2C(=O)N1Cc1ccccc1,-14%,3%,-8%,-4%,-3%,-2%,-1%,-8%
CC1CCCCN1Cc1nc2ccccc2c(=O)[nH]1 (configuration not stated),-9%,2%,6%,12%,5%,0%,6%,-1%
COc1ccc(CCNS(=O)(=O)c2ccc3c(c2)CC(C)N3C(C)=O)cc1OC (configuration not stated),2%,0%,-3%[0.0737 µM],-30%[inhibitor],4%,6%,0%,?
O=C(NC1CCS(=O)(=O)C1)/C(=C/c1ccc(Cl)cc1)NC(=O)c1ccccc1 (configuration not stated),-3%,2%,7%,4%,-1%,7%,1%,-5%
COc1ccc(CC(=O)NC(C)c2nnc(SCC(=O)Nc3cc(C)ccc3OC)n2C)cc1 (configuration not stated),i,3%,nt,1%,1%,-1%,8%,-2%
Cc1ccc(NC(=O)COC(=O)CCc2c[nH]c(=O)[nH]2)cc1,i,-8%[11.4 µM],7%,-1%,0%,?,-17%,-11%
CCNC(=S)N1CCN(c2ncccn2)CC1,7%,6%,8%,-16%,-2%,-7%,-5%,-7%
Cc1ccc(NC2=NC(c3ccc(C)cc3)n3c(nc(C)cc3=O)N2)cc1 (configuration not stated),-6%,-1%,-2%,nt,nt,-3%,4%,6%
Cc1cc(C(=O)Nc2sc3c(c2C#N)CCC(C(C)(C)C)C3)no1 (configuration not stated),-1%,nt,0%,-69%[inhibitor],1%,-11%,?,?
CCOC(=O)c1c(C)oc2cc(Cl)c(O)c(CN(C)C)c12,2%,-10%,nt,nt,nt,-14%,-13%,nt
O=C(c1cc(-c2cccs2)on1)N1CCN(c2ccccc2)CC1,4%,-11%,?,3%,-5%,?,-3%,-4%
CC(C)c1ccccc1NC(=S)NC1CCCCC1,i,-3%[11.4 µM],-17%[46 µM],-6%,1%,5%,2%,3%
CC(C)N(CC(N)=O)C(=O)Cc1coc2cc3c(cc12)CCC3,-7%,3%,-10%,-47%,1%,-2%,?,5%
Cc1cccc(C(=O)NC2CCN(CC(=O)NCc3cccs3)CC2)c1,-5%,22%,nt,?,2%,-12%,1%,-5%
N#CCCN(/N=C/c1cccnc1)C1=NS(=O)(=O)c2ccccc21,4%,-2%,?,19%,-1%,-16%,-8%,2µM*
COC(=O)c1cn(-c2ccccc2)c(C)c1C(=O)OC,-2%,-5%,-8%,6%,4%,-2%,-4%,5%
Fc1ccc(NC(=S)N2CCSC2c2cccs2)cc1 (configuration not stated),-5%,nt,nt,-39%[inhibitor],-2%,2%,-4%,?
CN(C)c1cccc(NC(=O)Cc2ccc(F)cc2)c1,i,-7%,?,-9%,-1%,-5%,3%,14µM*
# (continued)
SMILES,RECQ1 helicase,L3MBTL1 block,Lamin A splicing,SMN2 splice enh,KinaseGlo FLuc,Tau ThT inhib,KDM4E inh,ALDH1A1 inh
COC(=O)/C(=N/Nc1ccccc1C)Sc1nnc(C(O)c2ccccc2)n1-c1ccccc1 (configuration not stated),2%,?,-17%,17%,-5%,8%,-1%,-5%
CCn1c(Cc2ccccc2)nnc1SCC(=O)Nc1nccs1,i,nt,4%,9%,0%,3%,3%,-5%
Nc1nc2c(c3c1c(=O)oc1ccccc13)CCCCC2,i,nt,5%,9%,-3%,-2%,?,?
Cc1c(C(=O)Oc2ccc(Cl)cc2)n(C)oc1=O,i,12%,nt,nt,nt,?,-7%,-7%
CC1CCc2nc3ccccc3c(C(=O)OCC(=O)N3CCc4ccccc43)c2C1 (configuration not stated),-3%,-7%,13%,2%,6%,-2%,-5%,?
COc1c(Cl)cc(C(=O)Nc2ccc(Cl)cn2)cc1Cl,-3%,nt,8%,21%,-3%,-5%,4%,6%
CC/C(=N\NC(=O)c1c[nH]c2ccccc12)c1cccs1,-7%,16%,?,18µM*,-5%,-11%,2%,?
O=C(CCN1CCN(CC(=O)Nc2ccccc2F)CC1)Nc1ccccc1F,-6%,3%,5%,-30%,-2%,3%,-3%,?
CCOc1ccc(NC2=C(Cl)C(=O)N(C3CCCCC3)C2=O)cc1,-13%,-2%,4%,-12%,3%,-16%,-1%,9%
Cc1cc(OC2CCCCC2)nc(-c2ccccc2O)n1,i,27%,17%,5%,-1%,-18%,-2%,5%
Cc1ccc(OCCCSc2ncccn2)cc1C,-7%,29%,2%,20µM*,0%,-12%,9%,-5%
O=C(CN1CCN(c2ccc(F)cc2)CC1)Nc1cccnc1Cl,i,-1%,nt,-17%,6%,9%,3%,0%
CCOC(=O)/C(C)=N/NC(=O)c1ccc([N+](=O)[O-])cc1,i,13%,6%[46 µM],-10%,-2%,-11%,11%,3%
O=C(COc1ccc(-c2ccccc2)cc1)NNC(=O)NC1CCCCC1,i,-10%,-6%[46 µM],16%,-1%,-2%,2%,8%
Cc1ccc(-n2ncc(-c3nnc(SCC(=O)NC4CCCC4)o3)c2N)cc1C,3%,2%,?,-17%,1%,-12%,3%,-15%
Nc1cccc(S(=O)(=O)c2ccc(N)c(N)c2)c1,5%,nt,nt,-11%,0%,-11%,-17%,-4%
COc1ccccc1NC(=S)N(Cc1ccc(C(=O)O)cc1)Cc1ccc(OC)c(OC)c1,2%,nt,24%[46 µM],-19%,-1%,-6%,0%,-5%
CC1=C(C#N)C(NC(=O)c2ccc(Cl)cc2)(C(F)(F)F)C(=O)N1 (configuration not stated),i,5%,-14%,-15%,-1%,-9%,2%,4%
CN(C)CCCNC(=O)c1ccc(Oc2ccccc2)cc1,-1%,12%,-13%[46 µM],6%,1%,-5%,-2%,-8%
Cc1ccc2occ(CN3CCN(Cc4ccccc4)CC3)c(=O)c2c1,8%,10%,2%[0.0737 µM],18%,0%,-5%,-19%,?
CC(=O)Nc1c(S(=O)(=O)c2ccccc2)c2nc3ccccc3nc2n1Cc1ccccc1,-4%,2%,0%,2%,0%,?,?,?
Cc1nc2c(C(=O)NCc3ccccc3Cl)c[nH]n2c(=O)c1Cl,11%,0%,-11%,8%,4%,?,?,-2%
COc1ccc(C(c2nnnn2Cc2cccs2)N2CCN(c3ccccc3F)CC2)cc1 (configuration not stated),-13%,-2%,-5%,-11%,14%,-5%,-4%,-6%
C1=CC2CC1CC2CN1CCN(Cc2ccccc2)CC1 (configuration not stated),i,nt,3%,-3%,-3%,3%,?,?
CC(C)c1ccc2occ(-c3nn[nH]n3)c(=O)c2c1,i,-4%,10%,3%,-2%,-3%,-20%,-8%
O=C(COc1ccc([N+](=O)[O-])cc1)Nc1ccc(C(=O)NCc2cccnc2)cc1,-1%,1%,-7%,0%,-4%,?,5%,-2%
CCOc1ccc(/C=C2/SC(=S)N(n3c(C)ccc3C)C2=O)cc1,-21%,nt,?,-20%,0%,?,?,?

# Four consecutive compounds from above, for reference:
SMILES,RECQ1 helicase,L3MBTL1 block,Lamin A splicing,SMN2 splice enh,KinaseGlo FLuc,Tau ThT inhib,KDM4E inh,ALDH1A1 inh
COC(=O)/C(=N/Nc1ccccc1C)Sc1nnc(C(O)c2ccccc2)n1-c1ccccc1 (configuration not stated),2%,?,-17%,17%,-5%,8%,-1%,-5%
CCn1c(Cc2ccccc2)nnc1SCC(=O)Nc1nccs1,i,nt,4%,9%,0%,3%,3%,-5%
Nc1nc2c(c3c1c(=O)oc1ccccc13)CCCCC2,i,nt,5%,9%,-3%,-2%,?,?
Cc1c(C(=O)Oc2ccc(Cl)cc2)n(C)oc1=O,i,12%,nt,nt,nt,?,-7%,-7%

# Compound activity: PubChem, National Center for Advancing Translational Sciences (NCATS)
